Screening data: PubChem, several laboratories
Rac1 wt GTP bind: alters GTP binding to wildtype human Rac1 | GST-Rac1 beads, fluorescent GTP binding, flow cytometry; actives lie on both sides; 0 = cold GTP competed, 100 = untreated | GTP binding activity (% of control), % at 10 µM | P63000 | AID 757 | actives 0.27% (n = 190,000);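 active means GTP binding activity at least 20 points away from the 100% control level, either lower or higher; inconclusive means compound flagged as likely green fluorescent, judged across all proteins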
Cdc42 wt: human Cdc42 wildtype GTP binding change, either direction | actives 0.2% (n = 190,000) | AID 761 | P60953 | GST-Cdc42 beads, Bodipy-GTP binding, flow cytometry; actives lie on both sides | percent activity (GTP binding), % at 10 µM;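 active means percent activity GTP binding at least 20 points away from the 100% baseline, either down as inhibitor or up as activator; inconclusive means compound flagged as likely green fluorescent from well-wide comparison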;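 further: median bead fluorescence of bound Bodipy-FL-GTP at 100 nM; 0% = excess unlabeled GTP control and 100% = no compound control; below 100% means less GTP binding so inhibitor and above means activator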
Target sequence (P60953 whole entry, looked up): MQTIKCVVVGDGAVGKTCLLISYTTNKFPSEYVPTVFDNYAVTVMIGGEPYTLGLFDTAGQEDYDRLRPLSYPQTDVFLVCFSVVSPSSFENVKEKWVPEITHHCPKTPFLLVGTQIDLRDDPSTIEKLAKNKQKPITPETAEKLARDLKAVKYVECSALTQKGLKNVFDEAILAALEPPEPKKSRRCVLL
Mcl1 Noxa PPI: Mcl-1/Noxa interaction inhibition; Q07820; TR-FRET Mcl-1/Noxa peptide binding, 2 h; inhibition, % at 21.7 µM; actives 1.5% (n = 220,000);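 active means compounds that cut the protein-peptide binding signal by more than 50% relative to plate controls in a single-dose test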;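 further: His-tagged Mcl-1 with rhodamine Noxa BH3 peptide and terbium anti-His antibody; 0% = Mcl-1 plus Noxa peptide wells and 100% = peptide-only wells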
Target sequence (Q07820 whole entry, looked up): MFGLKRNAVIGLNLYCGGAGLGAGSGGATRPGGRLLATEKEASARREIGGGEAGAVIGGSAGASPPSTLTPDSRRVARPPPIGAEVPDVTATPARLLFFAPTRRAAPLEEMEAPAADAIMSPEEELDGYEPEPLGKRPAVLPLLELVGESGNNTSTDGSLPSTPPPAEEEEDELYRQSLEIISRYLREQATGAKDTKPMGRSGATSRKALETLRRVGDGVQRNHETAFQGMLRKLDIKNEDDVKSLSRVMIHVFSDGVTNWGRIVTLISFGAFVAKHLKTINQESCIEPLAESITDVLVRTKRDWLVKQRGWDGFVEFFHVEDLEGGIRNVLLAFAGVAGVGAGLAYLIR
Rab2 wt GTP: changes GTP binding to wildtype dog Rab2A, up or down; P61105; GST-Rab2 wt beads, Bodipy-GTP binding, flow cytometry; GTP binding activity, % at 10 µM; actives 0.19% (n = 190,000); AID 760;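 active means GTP binding activity at least 20 points away from 100%, either lowered or raised; inconclusive means signal likely due to the compound's own green fluorescence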;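 further: 0% = beads with excess unlabeled GTP and 100% = no-compound control corrected for plate trend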
Rab7 wt modul: alters GTP binding to wildtype dog Rab7; GST-Rab7 beads, fluorescent GTP binding, flow cytometry; actives lie on both sides; untreated = 100%, excess cold GTP = 0%; GTP binding activity (percent of control), % at 10 µM; actives 0.055% (n = 190,000);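 active means fluorescent GTP binding to Rab7 beads changed by at least 20 points from the 100% baseline, either direction, mostly lower; inconclusive means compound itself probably fluorescent, or too few beads counted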;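 further: median green fluorescence of bound Bodipy-FL-GTP per Rab7 bead population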
Avidin fluor: avidin bead compound fluorescence profile; Avidin beads, compound fluorescence 488/530 nm, flow cytometry; active compounds read high; fluorescence (KMESF) at 10 µM; actives 0.38% (n = 220,000); AID 1775; in the data active means fluorescence above about 47; further: inactives centre near 10
Pf gamet viab: inhibitors of late stage P. falciparum gametocyte viability | P. falciparum stage V gametocytes, ATP luminescence, 24 h | actives 0.065% (n = 150,000) | AID 743093 | inhibition, % at 10.9 µM;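 active means inhibition above the mean plus 3 SD of compounds within the control limits, set per campaign, cut at about 38% in these data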;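 further: 0% = DMSO wells and 100% = medium only without gametocytes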
HRas wt GTP: human HRas wildtype GTP binding, change in either direction. actives 0.14% (n = 190,000). P01112. AID 759. GST-Ras wt beads, Bodipy-FL-GTP binding, flow cytometry; actives lie on both sides. GTP binding activity, % at 10 µM;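 active means GTP binding activity at least 20% away from the 100% baseline, either lowered as inhibitor or raised as activator; inconclusive means flagged as likely green fluorescent, judged across all proteins in the well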;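 further: 0% = unlabeled GTP competition control and 100% = no-compound control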
Target sequence (P01112 whole entry, looked up): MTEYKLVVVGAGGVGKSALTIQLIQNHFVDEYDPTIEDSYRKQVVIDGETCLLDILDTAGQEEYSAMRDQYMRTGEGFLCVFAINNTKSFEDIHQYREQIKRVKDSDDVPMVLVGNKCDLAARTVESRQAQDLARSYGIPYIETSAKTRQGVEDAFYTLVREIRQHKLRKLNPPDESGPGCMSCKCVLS
Rac1 act GTP bind: alters GTP binding to activated mutant human Rac1; P63000; GST-Rac1 activated beads, fluorescent GTP binding, flow cytometry; actives lie on both sides; 100% means binding = to untreated wells; percent activity (GTP binding), % at 10 µM; actives 0.11% (n = 190,000);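 active means GTP binding at least 20 percentage points away from the 100% baseline, in either direction, so actives lie on both sides; inconclusive means Compound likely fluorescent itself, or too few beads counted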
GSH bead fluor: compound fluoresces at 488/530 nm on GSH beads. fluorescence (KMESF) at 10 µM. actives 0.25% (n = 190,000). GSH beads flow cytometry, compound fluorescence 488/530 nm; active compounds read high; in the data active means fluorescence above about 89;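 further: glutathione beads carrying GST-tagged Bcl family fusion proteins plus one bare bead set; values are compound well signal with DMSO vehicle wells as background; inactives centre near 16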
Mcl1-Bid inh: disrupts binding of human Mcl-1 to Bid peptide. AID 1021. actives 0.97% (n = 220,000). TR-FRET Mcl-1/Bid-Dy647 peptide binding, 1536-well. inhibition, % at 21.7 µM. Q07820;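 active means compounds that cut the binding signal by more than half at the single screening dose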;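 further: His-tagged Mcl-1 with europium anti-His antibody binding Bid BH3 peptide; 0% = Mcl-1 plus peptide wells and 100% = peptide-only wells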
* = called active by the depositor; ? = inconclusive; . = no result given.

SMILES	Rac1 wt GTP bind	Cdc42 wt	Mcl1 Noxa PPI	Rab2 wt GTP	Rab7 wt modul	Avidin fluor	Pf gamet viab	HRas wt GTP	Rac1 act GTP bind	GSH bead fluor	Mcl1-Bid inh
COc1ccc(-c2cn(-c3ccc(C)cc3)c(=O)n2CC(=O)Nc2ccc(OC)c(OC)c2)cc1	109	103	21	101	105	12	.	102	101	28	15
O=C(O)c1cccc(CN2C(=O)CSC2=O)c1	105	109	-4	107	104	8	.	107	102	20	-2
CCOC(=O)C1=NN(C(=O)Nc2cccc(C(F)(F)F)c2)C2C(=O)N(c3cccc(C(F)(F)F)c3)C(=O)C12 (centres undefined)	99	98	9	101	99	11	.	99	98	20	5
CCSc1nnc2n(-c3ccc(OC)cc3)c(=O)c3c4c(sc3n12)CCCC4	104	101	-3	100	100	1	.	101	101	53	2
O=C(/C=C/c1ccc(O)cc1)c1ccc(O)cc1O	105	100	21	101	104	12	.	100	97	17	1
O=C1/C(=C\Nc2ccc(OC(F)(F)F)cc2)CCN1c1ncccn1	102	100	27	98	99	8	8	98	97	16	-32
O=c1c(/C=N/N2CCOCC2)c(C(F)(F)F)[nH]n1-c1ccccc1	96	94	2	94	104	11	7	96	92	9	-27
O=C(NC1CCS(=O)(=O)C1)c1sc2ccccc2c1Cl (centres undefined)	97	96	-5	98	97	9	.	94	94	15	-10
COc1ccc(N2CCN(C(=O)CCN3C(=O)c4ccccc4S3(=O)=O)CC2)cc1	102	101	14	101	100	30	.	103	98	27	-39
CN(C)C(=S)NC(=O)c1cccc(Cl)c1	99	99	6	100	103	9	8	97	97	20	-43
CCOC(=O)C1CCCN(S(=O)(=O)c2cc(Br)cc3c2N(C(=O)C2CC2)CC3)C1 (centres undefined)	101	99	4	97	100	4	.	98	97	28	-1
CCOC(=O)C1CCCN(c2c(NCCN(C)Cc3ccccc3)c(=O)c2=O)C1 (centres undefined)	100	100	12	100	99	7	.	98	99	28	-23
COCCCNC(=O)c1cc2c(=O)n3cccc(C)c3nc2n(C(C)C)c1=N	101	102	9	103	102	33	.	102	100	15	-15
COCCNC(=O)CCc1nnc(C2(c3ccc(Cl)cc3)CCC2)o1	96	97	-1	97	98	11	15	99	95	16	-27
CCCCc1c(O)nc2n(c1=O)CCS2	80	80	-2	90	98	20	.	85	85	11	-25
Cc1c(C(=O)NCC2CCCO2)sc2nc(-c3ccccc3)cn12 (centres undefined)	106	105	5	103	98	8	.	104	99	12	-36
Cc1cccc2cc(CN(CC3CCCO3)C(=O)c3ccncc3)c(=O)[nH]c12 (centres undefined)	109	107	2	108	108	5	-13	106	100	51	8
COc1cc2c(c(O)c1OC)C(=O)C(OC)CCC2 (centres undefined)	104	109	-3	108	99	8	-2	108	104	22	-10
O=C(NC1CCCCCC1)C(=S)N1CCCC1	98	96	5	95	97	2	-6	96	95	9	-20
COc1nc(Nc2ccc(C(C)=O)cc2)nc(OC)n1	98	96	11	97	99	76*	.	96	95	33	9
CCC(C)NC(=O)C1c2ccccc2C(=O)N1Cc1ccc(OC)cc1OC (centres undefined)	101	101	19	103	101	6	.	101	101	38	-10
COC(=O)c1ccc(Sc2nnnn2-c2ccccc2)c([N+](=O)[O-])c1	108	102	9	106	106	12	.	103	98	30	-32
O=C(OC1CCOC1=O)c1ccc(-c2nc3ccccc3s2)s1 (centres undefined)	103	105	-15	101	103	37	12	103	101	17	2
CN1C(=O)c2ccccc2N(C)C1c1ccccc1Cl (centres undefined)	101	96	11	94	98	10	.	95	90	20	-10
COCCCNC(=O)Cn1cc2c(n1)CCCCC2	97	97	8	98	96	5	.	95	96	16	-17
COc1cc(CNCCN2CCOCC2)ccc1OCc1cccc(Cl)c1	100	101	28	98	99	3	.	101	98	16	15
CCC(=O)N1CCc2cc(S(=O)(=O)N3CCN(c4ccccn4)CC3)ccc21	100	98	26	101	100	39	-18	99	96	13	9
COc1ccc(/C=N/NC(=O)c2nc(-c3ccccc3)n(-c3ccccc3)n2)c(O)c1	97	97	-15	94	95	15	.	95	97	9	-30
Brc1ccc(-c2cnc3n2CCCC3)cc1	97	101	0	97	96	33	-5	99	96	13	-9
CCc1cccc(CC)c1NC(=O)CN1CC(C)SC1=NC1CCCCC1 (centres undefined)	102	107	-28	107	102	10	.	105	102	16	-20
Cc1oc(-c2ccc(Cl)cc2)nc1CN1CCCC(C(=O)NCc2ccco2)C1 (centres undefined)	101	102	0	100	99	13	0	101	98	4	-44
O=C(CN1CCNCC1)NCCSc1ccc(Cl)cc1	98	94	7	100	98	8	.	98	96	15	-9
COc1ccccc1NS(=O)(=O)c1ccc(NN=C2CCCC2)c([N+](=O)[O-])c1	106	104	13	102	99	10	.	101	101	13	-2
O=C(N/N=C/C(Br)=C/c1ccccc1)c1cc(-c2ccco2)[nH]n1	98	99	9	99	102	10	.	100	96	22	-33
CC(C)OC(=O)c1nnc(Cc2ccc(Cl)cc2)o1	105	102	-9	99	96	7	.	101	98	12	-4
CCn1cc(C(=O)N2CCN(c3ccccn3)CC2)c(=O)c2cc(S(=O)(=O)N(C)C3CCCCC3)ccc21	91	90	3	91	96	17	-27	91	92	7	-3
CCCCN1CCCCC1C(=O)Nc1c(C)cc(C)cc1C (centres undefined)	111	107	14	103	102	6	-5	106	102	13	-11
O=C(NCCc1ccccc1)c1c(O)c2cccc3c2n(c1=O)CC3	95	95	6	91	92	7	.	95	90	6	-7
Cc1ccc(-c2nnc(SCC(=O)Nc3ccc(N4CCOCC4)cc3)o2)cc1	91	98	.	95	93	10	.	97	95	29	-40
CCOC(=O)c1ccc(N2Cc3ccccc3C2=N)cc1	107	102	-8	102	102	24	.	101	100	35	-7
O=C(NNC(=S)NC(=O)c1cccs1)c1ccc(NC(=O)c2ccccc2)cc1	?	?	5	?	?	11	15	?	?	10	-71
S=c1[nH]nc(COc2ccccc2)n1C1CCCCC1	97	96	20	98	97	12	-20	98	95	34	-11
O=C(CSc1ccc(Cl)cc1)Nc1ccc(N2CCN(C(=O)c3ccc(Cl)cc3)CC2)cc1	107	108	23	105	100	6	.	106	102	24	-54
COc1ccc(S(=O)(=O)Nc2c(C(=O)O)[nH]c3ccccc23)cc1OC	106	99	15	101	100	5	16	102	99	25	8
O=C(c1ccccc1)c1ccccc1C(=O)N1CCN(C(=O)c2ccccc2)CC1	97	100	13	98	109	10	21	97	95	19	-3
COc1cc(NC(=O)Cc2nn(C)c(=O)c3ccccc23)cc(OC)c1OC	108	106	-4	102	98	6	.	104	102	11	-7
COC(=O)Cc1ccc2c3ccccc3n(C)c2c1	104	99	17	99	99	15	.	100	99	30	6
CCO[C@@H]1OC(C(=O)N2CCN(Cc3ccc4c(c3)OCO4)CC2)=C[C@H](C2CC2)[C@H]1CCCO	98	99	-23	97	101	5	.	98	96	18	-4
CCOc1ccc2nc(NCCNC(=S)NCCCN(C)C)c(C#N)cc2c1	96	97	-6	96	91	9	.	95	95	15	-39
O=C(NCc1ccccn1)C1CCCCC1	95	97	24	96	96	9	9	94	93	11	-10
COC(=O)CCc1nc2ccccc2nc1OC	99	98	-1	101	104	10	-6	99	97	24	-4
CC(=O)Nc1ccc2nc(NS(=O)(=O)c3ccc(C)cc3)sc2c1	96	94	16	98	105	2	-12	95	95	10	-16
Cc1ccc(/C=N/Nc2nnc(Cc3ccccc3)c(=O)[nH]2)o1	95	94	-5	94	98	24	.	96	95	11	-17
COc1cccc(NC(=O)Cn2c(=O)n(CCC(=O)NCc3ccco3)c(=O)c3ccccc32)c1	103	100	-3	98	97	11	5	97	97	10	0
COc1ccc(NC(=O)N(CCCN(C)C)Cc2cc3cc(OC)ccc3[nH]c2=O)cc1	108	103	15	96	96	11	-1	100	97	27	-4
O=S(=O)(NC1CCCCCC1)c1ccc(Br)s1	96	97	4	95	95	3	.	97	94	23	-6
COc1ccc(CNC(=O)C(c2ccco2)N(C(=O)c2ccccn2)c2ccccc2)cc1 (centres undefined)	94	95	-2	94	94	10	13	95	95	11	-13
CC(=C1C(=O)c2ccccc2C1=O)N1CCN(C/C=C/c2ccccc2)CC1	105	101	20	102	105	7	-5	102	101	16	4
O=C(Nc1nc(-c2cccc3ccccc23)cs1)c1ccc2c(c1)S(=O)(=O)c1ccccc1C2=O	96	95	62*	98	104	20	-12	99	96	9	28
O=C(NCCc1ccccc1)C1CCN(S(=O)(=O)c2cccs2)CC1	113	108	-1	103	98	14	.	105	105	13	-25
Additional entries follow.
SMILES	Rac1 wt GTP bind	Cdc42 wt	Mcl1 Noxa PPI	Rab2 wt GTP	Rab7 wt modul	Avidin fluor	Pf gamet viab	HRas wt GTP	Rac1 act GTP bind	GSH bead fluor	Mcl1-Bid inh
COc1ccc(CCNC(=O)Cn2c(=O)n(Cc3ccco3)c(=O)c3ccc(Cl)cc32)cc1OC	107	104	-3	98	104	26	8	102	98	25	-14
COc1cc(C2OCC3C(c4ccc(OC5OC(CO)C(O)C(O)C5O)c(OC)c4)OCC23)ccc1O (centres undefined)	100	97	16	99	102	6	.	98	97	21	-12
CCC(=O)N(Cc1ccc(C)cc1)Cc1cc2cc3c(cc2[nH]c1=O)OCO3	103	102	9	99	100	5	.	102	99	28	6
CC(C)(C)CC(C)(C)NCC(O)COCCOc1ccc(Br)cc1 (centres undefined)	105	100	15	100	103	5	-1	102	101	7	-56
O=C(CSc1ccc(Cl)cc1)NCc1ccco1	103	98	-5	95	102	14	-2	98	94	14	-32
CCOc1ccc(NC(=O)CCN2CCN(S(=O)(=O)c3ccc(OC)cc3)CC2)cc1	109	102	11	102	103	7	.	100	100	46	-5
O=C1CN=C(Nc2ccccc2Cl)N1c1ccccc1	103	99	-11	100	102	11	.	101	99	10	-50
Cc1ccc(C(=O)N2CCN(c3cnn(C)c(=O)c3Cl)CC2)cc1	100	96	-9	101	100	9	.	100	97	17	-4
CCC1S/C(=C(\C#N)C(N)=O)N(c2ccc(F)cc2)C1=O (centres undefined)	108	105	3	104	106	7	9	105	102	34	-6
Fc1ccc(N2N=C(c3cccs3)CC2c2ccco2)c(F)c1 (centres undefined)	100	101	22	100	99	28	.	101	99	16	-3
C=CCn1c(C)cc(-c2csc(NC)n2)c1C	97	95	50	96	103	20	.	98	92	16	-10
Cc1cccc(C)c1NC(=O)N1CCCC1C(=O)Nc1ccc(-n2cnnn2)cc1 (centres undefined)	100	98	-8	96	93	10	-23	95	97	13	-19
